IAP activation – activators of mouse IAP, confirmation, biochemical, luminescence, single concentration (AID 434970); activity change, negative = activation, % at 10 µM; 2.9% of 11,000 active; purified mouse IAP, CDP-Star luminescence, 30 min; active compounds read low; in the data active = activity change below about -85%;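 note: percent relative to enzyme plus DMSO wells and wells without enzyme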
IAP activation Fold change – also measured in IAP activation; calls as there; activation factor; measured here: IAP activation factor; active compounds read high;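 fold luminescence change scaled to plate control wells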
Active calls of the source: *.

The first 7 compounds (preview)
SMILES | IAP activation | IAP activation Fold change
CCN1C(=O)NC2=C(C(=O)c3ccccc32)C1c1ccccc1F (configuration not stated) | 0 | 1
CC(=O)N1c2ccccc2NC(=O)C1(C)C | 7 | 0.93
CCOC(=O)C1=C(C)N(C[C@@H]2CC[C@@H](Cc3ccc(-c4ccccc4)cc3)O2)C(=O)NC1c1ccc(Cl)cc1 (some centres not stated) | 0 | 0.99
O=C(/C=C/c1ccco1)N(c1ccccn1)c1ccccn1 | 39 | 0.61
COC(=O)[C@@]1(C)[C@H]2C(=O)N(Cc3ccccc3)C(=O)[C@H]2[C@H]2CN=C(SCC(=O)c3ccccc3)N21 | 25 | 0.75
Cc1ccc(CNC(N)=S)cc1 | -6 | 1.1
COc1cccc(OC)c1OCCN(C)C | 4 | 0.96

The listing, from the start:
SMILES | IAP activation | IAP activation Fold change
CCN1C(=O)NC2=C(C(=O)c3ccccc32)C1c1ccccc1F (configuration not stated) | 0 | 1
CC(=O)N1c2ccccc2NC(=O)C1(C)C | 7 | 0.93
CCOC(=O)C1=C(C)N(C[C@@H]2CC[C@@H](Cc3ccc(-c4ccccc4)cc3)O2)C(=O)NC1c1ccc(Cl)cc1 (some centres not stated) | 0 | 0.99
O=C(/C=C/c1ccco1)N(c1ccccn1)c1ccccn1 | 39 | 0.61
COC(=O)[C@@]1(C)[C@H]2C(=O)N(Cc3ccccc3)C(=O)[C@H]2[C@H]2CN=C(SCC(=O)c3ccccc3)N21 | 25 | 0.75
Cc1ccc(CNC(N)=S)cc1 | -6 | 1.1
COc1cccc(OC)c1OCCN(C)C | 4 | 0.96
COc1ccc(/C=N/NC(=O)c2cc(-c3ccccc3OC)nc3ccccc23)cc1COC(C)=O | 7 | 0.93
CCC(C)NC(=O)CCc1c(C)nc2nc(-c3cc(OC)cc(OC)c3)nn2c1C (configuration not stated) | 7 | 0.93
Cc1cc(SCC(N)=O)nc(SCC(=O)c2ccccc2)n1 | -9 | 1.1
COc1ccc(NC(=O)NC[C@@H]2CC[C@@H](Cc3ccc(-c4ccccc4)cc3)O2)cc1 | -182* | 2.8*
CCOC(=O)c1ccc(NC(=O)C2CCN(S(=O)(=O)CC)CC2)cc1 | 5 | 0.95
Cc1nc2sc(C(=O)O)c(N)c2c2c1COC(C)(C)C2 | 12 | 0.88
COc1ccc(/C=C/C(=O)Nc2nc(C)c(C(=O)N(C)C)s2)cc1OC | -12 | 1.1
COc1ccc(NC(=S)NC(NC(=O)/C=C/c2ccccc2)C(Cl)(Cl)Cl)cc1 (configuration not stated) | -1 | 1
CCS(=O)(=O)N1CCN(S(=O)(=O)c2ccccc2)CC1 | 4 | 0.96
Cc1ccc(C)c(CN2CCC(n3nccc3NC(=O)CCCc3ccccc3)CC2)c1 | -131* | 2.3*
O=C(CN1CCC(n2nnc3cc(F)ccc32)CC1)N1CCCc2ccccc21 | -5 | 1.1
CCOC(=O)CSc1nc(C(C)(C)C)cc(C(F)(F)F)c1C#N | 12 | 0.88
C=C1CCN([C@@H](CC(C)C)C(=O)NCc2ccc(Cl)cc2)S(=O)(=O)c2ccccc21 | 6 | 0.94
CC(Sc1nc2c(c(=O)n(C)c(=O)n2C)n1Cc1cc2c(cc1Cl)OCO2)C(=O)O (configuration not stated) | 0 | 1
CC(Sc1nc(-c2ccccc2)cc(C(F)(F)F)n1)C(=O)Nc1sc2c(c1C(N)=O)CCC2 (configuration not stated) | 6 | 0.94
COc1cccc(-n2cnnn2)c1 | 3 | 0.97
COc1ccc(CCNC(=O)c2ccc3nc(-c4ccco4)c(-c4ccco4)nc3c2)cc1OC | 21 | 0.79
COCCN(C(=O)Cn1nnc2ccccc21)C(C(=O)NC1CCCCC1)c1ccc(OC)cc1OC (configuration not stated) | -3 | 1
SMILES | IAP activation | IAP activation Fold change
O=C(OCC(=O)N(C1CCCCC1)C1CCCCC1)c1cnccn1 | 6 | 0.94
COC(=O)c1c(NC(=O)c2ccco2)sc(C(=O)N(C)C)c1C | 13 | 0.87
COc1ccc(Nc2nnc(Cc3ccccc3)c(=O)[nH]2)c(OC)c1 | 3 | 0.97
CCOc1ccc2ccccc2c1/C=N/n1cncn1 | 6 | 0.94
CCOc1cc(/C=N\NC(=O)Cn2nc([N+](=O)[O-])cc2C)ccc1OCc1cccc2ccccc12 | 15 | 0.85
CCN(CC)c1cc(C)c2cc(NC(=O)c3ccc(Br)o3)ccc2n1 | -9 | 1.1
COc1ccc(CN(C(=O)c2ccco2)c2ccc(C)cc2)cc1OC | -5 | 1.1
CN(C)S(=O)(=O)Oc1ccsc1C(=O)Nc1ccc(Cl)cc1 | 10 | 0.9
CCc1ccc(NC(=O)NC2CCCCCCC2)cc1 | -213* | 3.1*
O=C(NCCc1ccccc1)C(=O)NN=C1CCCC1 | 13 | 0.87
C/C(=N\NC(=O)CNc1ccccc1Cl)C(C)(C)C | 6 | 0.94
O=C(COc1ccc(-c2nnco2)cc1)NC1CCCc2ccccc21 (configuration not stated) | 3 | 0.97
Cc1cc(N2CCCCC2)nc(SCc2ccc(C#N)cc2)n1 | 6 | 0.94
CCc1ccc(NC(=S)NC2CC3CCCC(C2)N3Cc2cccs2)cc1 (configuration not stated) | -88 | 1.9
Cc1nn(-c2cc(N3CCCC3)ccc2[N+](=O)[O-])c(=O)c2ccccc12 | 15 | 0.85
COC(=O)c1ccccc1NC(=O)CN1CCC(n2nnc3cc(F)ccc32)CC1 | -7 | 1.1
Cc1cc(NC(=O)Nc2ccccc2F)ccc1Br | -76 | 1.8
COc1ccc(-n2c(=S)[nH]c3cc(C(=O)NCCCN4CCCC4=O)ccc3c2=O)cc1OC | -4 | 1
COCCCNC(=O)CCSc1ccc(Cl)cc1 | 10 | 0.9
OCCOCCOCCn1c2ccccc2c2ccccc21 | -2 | 1
Cn1nnnc1Sc1ncnc2scc(-c3ccc(F)cc3)c12 | 2 | 0.98
CC(C)CC(OC(=O)c1ccco1)C(=O)NC1CCCCC1 (configuration not stated) | 0 | 1
COC(=O)c1cc(NC(=O)C2CC=CCC2C(=O)O)cc(C(=O)OC)c1 (configuration not stated) | 8 | 0.92
Cc1cc(C)cc(NC(=O)C2CCN(S(=O)(=O)c3ccc4c(c3)NC(=O)C(C)S4)CC2)c1 (configuration not stated) | -96* | 2*
CC(=O)Oc1ccc2c(c1)cc(C)n2C | -4 | 1
SMILES | IAP activation | IAP activation Fold change
Cn1cccc1/C=C1\CC(C(C)(C)C)C/C(=C\c2cccn2C)C1=O (configuration not stated) | 22 | 0.78
Cc1cccc(N2CCN(C(=O)c3cc4c(=O)[nH]c5ccccc5c4n3C)CC2)c1C | 2 | 0.98
O=C(N/N=C/c1ccccc1F)c1csc2c1CCCC2 | 7 | 0.93
CC1(C)N=C2C(=[N+]1[O-])CCC/C2=N\O | 0 | 1
NC(=S)NN=Cc1ccc(-c2ccc(S(=O)(=O)Nc3ncccn3)cc2)o1 | 35 | 0.65
NC(=O)Cc1c[nH]c2cccc(O)c12 | 6 | 0.94
CCn1c(SCC(=O)OC2CCCCC2)nnc1-c1ccncc1 | 6 | 0.94
CCCCNc1nc2c(c(=O)n(C)c(=O)n2C)n1Cc1cccc(OC)c1 | -4 | 1
CCOc1ccccc1Oc1coc2cc(OC)ccc2c1=O | -2 | 1
N#Cc1ccc(CSc2nnc(NC(=O)C3CCCO3)s2)cc1 (configuration not stated) | 11 | 0.89
CCSc1nnc(Cc2cc(=O)[nH]c(=O)[nH]2)n1-c1cc(C)ccc1C | -6 | 1.1
COc1cc(C2N(c3ccccn3)C(=O)C3CCCN32)cc(OC)c1OC (configuration not stated) | 6 | 0.94
COc1ccc([N+](=O)[O-])cc1C1NN=C(c2ccccc2O)S1 (configuration not stated) | 8 | 0.92
N#Cc1cc([N+](=O)[O-])c(-n2nnc3ccccc32)c([N+](=O)[O-])c1 | 15 | 0.85
COc1cc(=O)n(C)c2cc(N(C)C)ccc12 | 8 | 0.92
O=C(Nc1ccc(Br)cc1)Nc1ccccc1F | -81 | 1.8
Cc1cc2nn(-c3cccc4ccccc34)nc2cc1N | 3 | 0.97
NS(=O)(=O)c1ccc(N2N=C(c3ccccc3)CC2c2cccc(Cl)c2)cc1 (configuration not stated) | -51 | 1.5
O=C(Nc1ccccc1)c1ccc(NCc2ccco2)c(S(=O)(=O)N2CCOCC2)c1 | -7 | 1.1
C=C(C)c1cccc(C(C)(C)NC(=O)NCC2COCCO2)c1 (configuration not stated) | -9 | 1.1
CCCN(CC(=O)Nc1cc(Cl)cc(Cl)c1)CC(=O)Nc1ccc(F)c(F)c1F | -9 | 1.1
CCOC(=O)C1=CN(Cc2cccc(I)c2)S(=O)(=O)N(C)C1C (configuration not stated) | 3 | 0.97
Cc1nnc(SCC(=O)NCc2cccs2)n1-c1ccccc1 | 3 | 0.97
CCCc1nnc(NC(=O)CN2C(=O)C3C4C=CC(C4)C3C2=O)s1 (configuration not stated) | 0 | 1
CCOC(=O)c1c2c(n(C)c1C)C(=O)C(=O)c1ccc(Br)cc1-2 | 16 | 0.84

Fetched one by one from above, five records:
SMILES | IAP activation | IAP activation Fold change
CCOc1ccccc1Oc1coc2cc(OC)ccc2c1=O | -2 | 1
O=C(N/N=C/c1ccccc1F)c1csc2c1CCCC2 | 7 | 0.93
NC(=O)Cc1c[nH]c2cccc(O)c12 | 6 | 0.94
Cn1cccc1/C=C1\CC(C(C)(C)C)C/C(=C\c2cccn2C)C1=O (configuration not stated) | 22 | 0.78
NS(=O)(=O)c1ccc(N2N=C(c3ccccc3)CC2c2cccc(Cl)c2)cc1 (configuration not stated) | -51 | 1.5

Continued.
SMILES | IAP activation | IAP activation Fold change
CCCCCNC(=O)c1ccc2c(=O)n(CC3CCCO3)c(=O)[nH]c2c1 (configuration not stated) | 5 | 0.95
Cc1ccc(CN(Cc2cc3cccc(C)c3[nH]c2=O)C(=O)N(C)C)cc1 | 0 | 1
CC(=O)c1cccc(NC(=O)Nc2ccc(C(=O)N3CCOCC3)cc2)c1 | -6 | 1.1
c1ccc(-c2cc(-c3nc4ccccc4[nH]3)c3ccccc3n2)cc1 | -4 | 1
COc1ccc(CCN(Cc2nc3ccccc3c(=O)[nH]2)C(=O)c2ccco2)cc1 | -8 | 1.1
COc1ccc(N2C(=O)CCC(C(=O)N(C)C3CCCCC3)C2c2ccc(OC)c(OC)c2)cc1 (configuration not stated) | 8 | 0.92
CCC(Sc1nnc2c3ccccc3n(CC)c2n1)C(=O)Nc1sc2c(c1C#N)CCCC2 (configuration not stated) | 11 | 0.89
Cc1ccc(C(CC(N)=O)c2ccco2)cc1 (configuration not stated) | 2 | 0.98
Cc1c(C2(O)C(=O)Nc3ccc(F)cc32)c(=O)n(-c2ccccc2)n1C (configuration not stated) | 4 | 0.96
O=C(CN1CCCCC1)Nc1ccccc1 | -11 | 1.1
Oc1c(CN2CCCCC2)cc(COCc2ccccc2)c2cccnc12 | -8 | 1.1
Clc1ccc(C(c2nnnn2CCc2ccccc2)N2CCSCC2)cc1 (configuration not stated) | -12 | 1.1
CC(/C=C1\N=C(SCc2ccccc2Cl)SC1=O)=C\c1ccccc1 | 16 | 0.84
COc1cc2ccccc2cc1C(=O)O | 10 | 0.9
CCC(=O)N(Cc1cc2cc(OC)ccc2[nH]c1=O)c1ccc(C)cc1C | 7 | 0.93
NS(=O)(=O)c1ccc(CCNC(=O)Nc2ccc(Cl)cc2)cc1 | -20 | 1.2
O=C(Cn1cc(C(=O)C2CC2)c2ccccc21)NCC1CCCO1 (configuration not stated) | 6 | 0.94
Cc1[nH]c(=S)n(CC2CCCO2)c1C (configuration not stated) | -2 | 1
CCC(=O)N1CCN(c2ccc(NC(=O)c3ccc4c(c3)OCO4)cc2)CC1 | -4 | 1
C/C(=N\NC(=O)Cc1cccn1C)c1ccc2ccccc2c1 | 10 | 0.9
CCOc1nc(-c2ccccc2)ccc1-c1noc(COC)n1 | 7 | 0.93
CC(NC(=O)Cn1nc(-c2ccccc2)c2ccccc2c1=O)c1ccccc1 (configuration not stated) | 8 | 0.92
FC(F)(F)c1cc(-c2cccs2)nc(-n2cc(Br)cn2)n1 | 20 | 0.8
OC[C@@H]1[C@@H](c2ccc(Cl)cc2)C(c2ccccc2)=NN1c1ccccc1 | -77 | 1.8
Cc1c(NC(=O)c2nn(C)c(=O)c3ccccc23)c(=O)n(-c2ccccc2)n1C | 9 | 0.91

Entries from the list above containing a CF3 group, in the order listed:
SMILES | IAP activation | IAP activation Fold change
CCOC(=O)CSc1nc(C(C)(C)C)cc(C(F)(F)F)c1C#N | 12 | 0.88
CC(Sc1nc(-c2ccccc2)cc(C(F)(F)F)n1)C(=O)Nc1sc2c(c1C(N)=O)CCC2 (configuration not stated) | 6 | 0.94
FC(F)(F)c1cc(-c2cccs2)nc(-n2cc(Br)cn2)n1 | 20 | 0.8

Continuation:
SMILES | IAP activation | IAP activation Fold change
C#CCOCCOCCOCCNc1nc(N2CCN(C(=O)[C@H](Cc3cc4ccccc4[nH]3)n3cc([C@@H](N)CC(C)C)nn3)CC2)nc(N2CCN(C(=O)[C@H](Cc3cc4ccccc4[nH]3)n3cc([C@@H](N)CC(C)C)nn3)CC2)n1 | -61 | 1.6
CC(C)(C)C(=O)NC1CCN(S(=O)(=O)c2ccccc2F)CC1 | -1 | 1
Oc1ccccc1/C=N/n1c(-c2cccs2)n[nH]c1=S | 4 | 0.96
O=C(Cn1cnc2c(NCc3ccccc3)ncnc21)NCCN1CCOCC1 | -7 | 1.1
Cc1ccc(C(CCN)c2ccco2)cc1 (configuration not stated) | 6 | 0.94
CC(=O)N(C)C1=C(O)c2ccccc2C(=O)C1=O | 5 | 0.95
COC(=O)C(NNc1ccccc1)(NC(=O)c1cccc(F)c1)C(F)(F)F (configuration not stated) | -1 | 1
O=C(O)CCN(CCC(=O)O)S(=O)(=O)c1ccccc1 | 3 | 0.97
COc1ccc2[nH]c3c(c2c1)CCN1C(=O)C(CC(=O)NCCC2=CCCCC2)C[C@H](C(=O)N2CCCCC2)[C@@]31C (some centres not stated) | -58 | 1.6
O=C(Nc1cccc(Cl)c1)Nc1ccc2c(c1)OCO2 | -146* | 2.5*

An excerpt, so the mix of outcomes need not match the whole.
